From PubChem
GlmU inhibition: inhibition of mycobacterial GlmU enzyme – biochemical, glucosamine-1-phosphate acetyltransferase (AID 1376); M. tuberculosis GlmU acetyltransferase enzyme assay; higher % means a stronger effect; 0.25% of 220,000 active; inhibition, %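 (tested at 30 µM in the primary screen)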, or IC50 in µM where a hit was titrated; in the data active means inhibition above about 13%;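 further: 0% = complete reaction with vehicle and 100% = reaction without substrate; strong numbers were not always called active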
RmlCD inh 1536: blocks M. tuberculosis RmlC and RmlD coupled enzymes. AID 1533. 0.03% of 160,000 active. inhibition, % at 3.6 µM. RmlC+RmlD coupled enzyme assay, percent inhibition; primary screen in compound mixtures. P9WH09+P9WH11; in the data active means inhibition mostly above about 34%, no sharp cut-off; further: some results filed as inactive read as strong as hits
Target sequence (P9WH09 whole entry, looked up): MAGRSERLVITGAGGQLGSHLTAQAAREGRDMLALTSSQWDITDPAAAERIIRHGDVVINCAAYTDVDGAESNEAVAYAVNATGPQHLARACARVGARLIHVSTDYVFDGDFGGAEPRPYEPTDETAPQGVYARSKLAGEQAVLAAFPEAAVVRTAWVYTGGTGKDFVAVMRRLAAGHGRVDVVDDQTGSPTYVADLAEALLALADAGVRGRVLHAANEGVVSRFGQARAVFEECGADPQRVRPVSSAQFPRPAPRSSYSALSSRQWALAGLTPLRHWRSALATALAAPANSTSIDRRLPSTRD
Target sequence (P9WH11 whole entry, looked up): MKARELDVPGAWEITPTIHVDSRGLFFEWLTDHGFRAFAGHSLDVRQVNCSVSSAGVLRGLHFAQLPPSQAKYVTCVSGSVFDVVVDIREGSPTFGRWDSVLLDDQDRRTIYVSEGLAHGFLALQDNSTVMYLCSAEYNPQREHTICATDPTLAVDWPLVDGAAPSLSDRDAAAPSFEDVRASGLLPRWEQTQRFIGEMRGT
An asterisk follows results filed as active. Some of the compounds tested; count on the stated rates, not on these rows.

For Cc1ccc(-c2nc(CSc3nc4ccccc4c(=O)n3C)cs2)cc1 the results were GlmU inhibition 3.4% and RmlCD inh 1536 1.7.
COc1ccc(NC(=O)CCS(=O)(=O)c2ccc(OC)cc2)cc1 was read as GlmU inhibition -2.6% and RmlCD inh 1536 7.0.
Cc1ccc(S(=O)(=O)N(CCCN2CCCC2=O)Cc2cc3c(C)ccc(C)c3[nH]c2=O)cc1 was read as GlmU inhibition 0.3% and RmlCD inh 1536 29.1.
`COC(=O)C(O)(CC(=O)Nc1cc(Cl)ccc1Cl)C(F)(F)F` (stereo not given) gave GlmU inhibition -4.4%.
Cc1ccccc1NC(=O)/C(C#N)=C\c1cccnc1 was read as GlmU inhibition -0.8% and RmlCD inh 1536 -6.5.
`CN(C)c1nc(-c2ccccc2)[n+](C)s1` gave GlmU inhibition 3.2% and RmlCD inh 1536 -6.2.
COc1ccc(NC(=O)C2(c3ccc(NC(=O)c4ccc(C)cc4)cc3)CCCC2)cc1 was read as GlmU inhibition 3.5% and RmlCD inh 1536 9.0.
For Cc1nn(Cc2ccccc2)c(C)c1NC(=O)c1noc2c1CCc1ccccc1-2 the results were GlmU inhibition 6.9%.
Screening CCOC(=O)c1sc(N)c(C(N)=O)c1C returned GlmU inhibition 3.0% and RmlCD inh 1536 6.8.
C/C(=N\NC(=O)Cc1c[nH]c2ccccc12)c1ccc2ccccc2c1 was read as GlmU inhibition -3.1% and RmlCD inh 1536 89.1.
O=C(CSc1nc(-c2ccccc2)nc2c1Cc1ccccc1O2)Nc1ccc(C(=O)O)cc1 was read as GlmU inhibition 6.6% and RmlCD inh 1536 -4.0.
`Oc1ccc(-c2nc3ccccn3c2NCc2ccco2)cc1` gave GlmU inhibition 2.4% and RmlCD inh 1536 0.9.
`CCc1nn2cc(-c3ccccc3)nc2s1` gave GlmU inhibition -5.1%.
Screening FC(F)C(F)(F)c1cc(-c2ccc(Cl)cc2)n[nH]1 returned GlmU inhibition -1.8% and RmlCD inh 1536 -6.5.
CCS(=O)(=O)N1CCN(c2ccc(C(=O)NC34CC5CC(CC(C5)C3)C4)cc2[N+](=O)[O-])CC1 was read as GlmU inhibition -7.0% and RmlCD inh 1536 -10.8.

In the list so far, these contain a Cl atom.
`COC(=O)C(O)(CC(=O)Nc1cc(Cl)ccc1Cl)C(F)(F)F` (stereo not given) gave GlmU inhibition -4.4%.
Screening FC(F)C(F)(F)c1cc(-c2ccc(Cl)cc2)n[nH]1 returned GlmU inhibition -1.8% and RmlCD inh 1536 -6.5.

The listing continues.
For CC(C)(C)CC(=O)NCc1cccs1 the results were GlmU inhibition -1.4% and RmlCD inh 1536 -1.6.
For Cc1cc(C)nc(SCC(=O)NCc2ccco2)n1 the results were GlmU inhibition -2.8%.
For CCOC(=O)N/N=C/C=C/c1ccccc1[N+](=O)[O-] the results were GlmU inhibition -1.3% and RmlCD inh 1536 -10.9.
For C#CCOCCOCCOCCNc1nc(N2CCN(C(=O)[C@H]([C@@H](C)CC)n3cc([C@@H](N)CC(C)C)nn3)CC2)nc(N2CCN(C(=O)[C@H](Cc3ccc(O)cc3)n3cc([C@@H](N)CC(C)C)nn3)CC2)n1 the results were GlmU inhibition -8.9%.
For O=C(CSc1nnc(Nc2ccccc2)s1)NCCN1C(=O)CSC1=O the results were GlmU inhibition -2.5% and RmlCD inh 1536 9.9.
Screening Cc1nn(Cc2ccccc2Cl)c(C)c1C(=O)N1CCN(c2ccccc2)CC1 returned GlmU inhibition 5.7% and RmlCD inh 1536 5.5.
`CC(C)NC(=O)NC(=O)COC(=O)c1ccccc1F` gave GlmU inhibition 0.3% and RmlCD inh 1536 3.7.
COc1cc2ccccc2cc1C(=O)Nc1ccc(S(=O)(=O)Nc2cc(C)on2)cc1 was read as GlmU inhibition 1.3% and RmlCD inh 1536 10.5.
Screening COc1ccc(S(=O)(=O)N2CCN(C(=O)c3cccc(Cl)c3)CC2)cc1 returned GlmU inhibition 4.4% and RmlCD inh 1536 21.8.
`COc1ccccc1C(NC(=O)C1CCCCC1)c1c(O)ccc2ccccc12` (stereo not given) gave GlmU inhibition -5.7%.
For CCOc1c(OC)cccc1C1CC(=O)Nc2cc(OC)c(OC)cc21 (stereo not given) the results were GlmU inhibition 1.2% and RmlCD inh 1536 -11.2.
Screening CN(C)c1ccc(P(=O)(OCc2ccccc2)C(O)c2ccc(Br)cc2)cc1 (stereo not given) returned GlmU inhibition -4.2% and RmlCD inh 1536 4.0.
For C/C(=N\NC(=O)CCn1nc(C)cc1C)C(C)(C)C the results were GlmU inhibition 4.4% and RmlCD inh 1536 9.7.
`CCOC(=O)C[C@H]1c2ccc(C(F)(F)F)cc2S(=O)(=O)N1C1CCCC1` gave GlmU inhibition -1.8%.
COc1ccc(N=Cc2ccc[nH]2)cc1 was read as GlmU inhibition 1.4% and RmlCD inh 1536 0.9.
Cc1cc(C)n(-c2ccc(N3CCOCC3)nn2)n1 was read as GlmU inhibition 8.3% and RmlCD inh 1536 -9.6.
Screening NC(=O)c1oc2ccc(Cl)cc2c1N returned GlmU inhibition -0.2% and RmlCD inh 1536 -7.3.
For Cc1ccc(Sc2ncccc2COC(=O)NC(C)C)cc1 the results were GlmU inhibition 0.5% and RmlCD inh 1536 1.2.
O=C(NC(C(=O)c1ccccc1)n1ccc(=O)[nH]c1=O)c1ccccc1 (stereo not given) was read as GlmU inhibition 4.2%.
For Cc1cc(C)c(NN=c2c(=O)c3ccccc3c2=O)c(C)c1 the results were RmlCD inh 1536 -6.9.
For O=C(c1ccco1)N1CCN(S(=O)(=O)c2ccc(Cl)s2)CC1 the results were GlmU inhibition 1.5% and RmlCD inh 1536 -3.9.
CCCc1nc2oc3c(NCC4CCCO4)ncnc3c2c2c1COC(C)(C)C2 (stereo not given) was read as GlmU inhibition 0.6% and RmlCD inh 1536 15.0.
For O=C(CN1C(=O)C2CC=CCC2C1=O)Nc1ccc(-c2nnc3n2CCCCC3)cc1 (stereo not given) the results were GlmU inhibition 5.4% and RmlCD inh 1536 -4.2.
Screening CCOCC(=O)Nc1cc(Cl)ccc1C returned GlmU inhibition 0.3%.
`CC(C)(C)C(=O)Nc1ccc(Oc2ccc3c(c2)C(=O)N(c2ccc(O)cc2)C3=O)cc1` gave RmlCD inh 1536 7.8.
Screening Cc1ccccc1OCC(O)Cn1c(=N)n(Cc2ccccc2)c2ccccc21 (stereo not given) returned GlmU inhibition -6.6% and RmlCD inh 1536 7.6.
Screening O=C(N/N=C/c1cc(Br)c(Br)o1)c1ccc2c(c1)OCCO2 returned GlmU inhibition 0.8%.
`CCOC(=O)C(Cc1ccccc1)C(=O)Nc1cccc(C)c1` (stereo not given) gave GlmU inhibition -4.0% and RmlCD inh 1536 1.7.
Screening COC(=O)Nc1ccc(S(=O)(=O)NCCCCCC(=O)O)cc1 returned GlmU inhibition -5.4% and RmlCD inh 1536 5.5.
NC(=O)OCCSc1nnc(-c2cccc(C(N)=S)c2)o1 was read as GlmU inhibition 8.2%.
`CC1OC2C(OC1C)N(S(C)(=O)=O)CCN2S(C)(=O)=O` (stereo not given) gave GlmU inhibition 8.0% and RmlCD inh 1536 7.8.
CC1=C(C(=O)OCC2CCCO2)C(c2ccccc2)C2=C(CCCC2=O)N1 (stereo not given) was read as GlmU inhibition -5.7% and RmlCD inh 1536 -6.1.
For Cc1ccc(-n2c(-c3cccs3)nc3nc4ccccc4nc32)cc1 the results were GlmU inhibition 2.5% and RmlCD inh 1536 5.7.
Clc1ccc(-n2nnnc2-c2cnc3ccc(Cl)cc3c2-c2ccccc2)cc1 was read as GlmU inhibition 3.8% and RmlCD inh 1536 -17.0.
For O=C(Nc1nc(-c2ccco2)cs1)c1ccccc1 the results were GlmU inhibition 1.3% and RmlCD inh 1536 -6.9.
For CC(=O)Nc1ccccc1OCC(=O)c1cc(C)n(Cc2cccs2)c1C the results were GlmU inhibition -0.2% and RmlCD inh 1536 4.3.
`O=C(O)C1=C[C@H](c2coc3ccccc3c2=O)C[C@H](OCc2ccc(CO)cc2)O1` gave GlmU inhibition 3.5%.
`Cc1cc(C)c(OCC(=O)Nc2nc3ccccc3[nH]2)c(C)c1` gave GlmU inhibition -1.4% and RmlCD inh 1536 -0.9.
For Cn1c(SCC(=O)Nc2ccc3nc(SCC(=O)NC4CC4)sc3c2)nnc1-c1ccccc1 the results were GlmU inhibition -1.2% and RmlCD inh 1536 -2.9.
`CC1=NN(c2ccc(C(=O)O)c(N)c2)C(=O)C1` gave GlmU inhibition 5.3% and RmlCD inh 1536 8.5.
O=C(CSc1ccc2ccccc2n1)Nc1ccc(N2CCOCC2)cc1 was read as GlmU inhibition -1.3% and RmlCD inh 1536 0.4.
`CC(c1ccccc1F)n1cc(C(=O)NCc2ccncc2)nn1` (stereo not given) gave GlmU inhibition 0.8% and RmlCD inh 1536 -6.0.
Screening CCN1CCCc2cc(CN(CCN3CCOCC3)C(=S)Nc3cccc(OC)c3)ccc21 returned GlmU inhibition -8.5% and RmlCD inh 1536 0.4.
`COc1cccc(/C=C/C(=O)N2CCN(S(=O)(=O)c3ccccc3)CC2)c1OC` gave GlmU inhibition -2.0%.
Screening COc1ccc(S(=O)(=O)NCc2ccco2)c2ccccc12 returned GlmU inhibition 2.9% and RmlCD inh 1536 -9.1.
Screening O=C(NCCc1nc(-c2ccccc2)no1)c1ccccc1 returned GlmU inhibition 2.1%.
For Nc1ccc(C(=O)OCc2nc3cc4ccccc4cc3[nH]2)cc1 the results were GlmU inhibition -3.7% and RmlCD inh 1536 18.6.
`Cc1cc(N/N=C/c2cccc(Cl)c2)nc(-n2nc(C)cc2C)n1` gave GlmU inhibition -3.2% and RmlCD inh 1536 5.4.
OC(c1ccc(Cl)cc1Cl)C(Cc1cccnc1)n1cncn1 (stereo not given) was read as GlmU inhibition -3.2% and RmlCD inh 1536 1.6.
Screening O=C(Nc1cccnc1Cl)c1ccc(Cl)c([N+](=O)[O-])c1 returned GlmU inhibition -1.6%.
Screening CCOC(=O)c1ccc(COC(=O)CCc2nc(-c3ccccc3)c(-c3ccccc3)o2)cc1 returned GlmU inhibition 2.5% and RmlCD inh 1536 -0.2.
For O=C1c2ccc3c4c(ccc(c24)C(=O)N1c1cccc(O)c1)C(=O)N(c1cccc(O)c1)C3=O the results were GlmU inhibition 0.5% and RmlCD inh 1536 5.4.
Screening CC1(C)CC(=O)C(C=NCCN2CCNC2=O)=C(O)C1 returned GlmU inhibition 2.9%.
Screening CCOC(=O)c1c(NC(=O)C2CCCN(S(=O)(=O)c3ccc(C)cc3)C2)sc2c1CCCC2 (stereo not given) returned GlmU inhibition -2.2% and RmlCD inh 1536 3.3.
Screening CC(C)(C)NC(=O)/C=N/O returned GlmU inhibition 1.0% and RmlCD inh 1536 -5.4.
For C=CCn1c(N)cc(=O)nc1SCC(=O)Nc1ccccc1C(N)=O the results were GlmU inhibition -0.4%.
O=C(NNC1=NCCC1)c1cccc(S(=O)(=O)N2CCOCC2)c1 was read as GlmU inhibition -1.5% and RmlCD inh 1536 0.5.
Screening COc1ccc(-c2cc3ccccc3oc2=O)cc1NC(=S)NC(=O)c1ccc2c(c1)OCCO2 returned GlmU inhibition 1.0%.
`Cc1nn(Cc2ccccc2)c(C)c1NC(=O)CSc1nc(C2CC2)nc2c1cnn2-c1ccccc1` gave GlmU inhibition -5.7% and RmlCD inh 1536 8.9.
Screening CCOC(=O)N(Cc1ccccc1)C(C(=O)O)C(C(=O)O)N(Cc1ccccc1)C(=O)OCC (stereo not given) returned GlmU inhibition -3.4% and RmlCD inh 1536 5.8.
CC12CCC(C(=O)NCc3cccnc3)(OC1=O)C2(C)C (stereo not given) was read as GlmU inhibition -0.1%.
CCOc1ccc(C2(C#N)CC[N+](C)(C)CC2)cc1 was read as GlmU inhibition 4.8% and RmlCD inh 1536 17.4.
For CNc1nc(C)c(C(=O)OCC(=O)OC)s1 the results were GlmU inhibition 5.9% and RmlCD inh 1536 -8.3.
O=C(O)C(=O)/C(=C\c1cccc(Cl)c1)c1ccc2ccccc2n1 was read as GlmU inhibition 4.4% and RmlCD inh 1536 -4.0.
For CCCCOc1cccc(C2C(C(=O)c3cccs3)=C(O)C(=O)N2Cc2cccnc2)c1 (stereo not given) the results were GlmU inhibition 4.1% and RmlCD inh 1536 11.3.
Screening COc1ccc(OC)c(NC(=O)CSC2=NCCS2)c1 returned GlmU inhibition -1.7%.
COc1cccc(/C(C#N)=C/c2c(-c3ccc(Cl)cc3)nc3c(C)cccn23)c1 was read as GlmU inhibition 4.9%.
`Oc1cc(NCc2cccnc2)ccc1-c1nc2ccccc2o1` gave GlmU inhibition 3.1% and RmlCD inh 1536 11.1.
Screening Cc1ccc(O)c(CN2CCN(c3ccccc3)CC2)c1 returned GlmU inhibition 0.5% and RmlCD inh 1536 19.5.
For COc1cc(/C=C/C(=O)NCCc2ccc(S(N)(=O)=O)cc2)ccc1OCC#N the results were GlmU inhibition -0.2% and RmlCD inh 1536 4.3.
For CCOc1nc(NCCO)nc(Nc2ccccc2F)n1 the results were GlmU inhibition -3.6% and RmlCD inh 1536 -1.4.
Cc1cc2ncn(CC(O)COc3cccc(C(=O)O)c3)c2cc1C (stereo not given) was read as GlmU inhibition 4.6% and RmlCD inh 1536 -3.9.
COc1cc(C2C(C#N)=C(N)Oc3n[nH]c(-c4ccncc4)c32)cc(OC)c1OC (stereo not given) was read as RmlCD inh 1536 -3.6.

Four compounds picked at random from those above:
Cc1cc2ncn(CC(O)COc3cccc(C(=O)O)c3)c2cc1C (stereo not given) was read as GlmU inhibition 4.6% and RmlCD inh 1536 -3.9.
For COc1cc(/C=C/C(=O)NCCc2ccc(S(N)(=O)=O)cc2)ccc1OCC#N the results were GlmU inhibition -0.2% and RmlCD inh 1536 4.3.
For CCCCOc1cccc(C2C(C(=O)c3cccs3)=C(O)C(=O)N2Cc2cccnc2)c1 (stereo not given) the results were GlmU inhibition 4.1% and RmlCD inh 1536 11.3.
O=C(O)C(=O)/C(=C\c1cccc(Cl)c1)c1ccc2ccccc2n1 was read as GlmU inhibition 4.4% and RmlCD inh 1536 -4.0.
